High-throughput results as filed in PubChem BioAssay.
mABHD4 FP: inhibits mouse alpha/beta hydrolase domain 4 | Q8VD66 | purified mABHD4, FP-Rh probe fluorescence polarization | inhibition, % at 8.92 µM | 0.54% of 370,000 active;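 active means inhibition exceeding the mean over every tested compound plus 3 SD, cut at about 30% in these data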;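 further: 0% = plate median of compound wells and 100% = S159A mutant with DMSO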
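Assay system: mABHD4 protein; medium: HEPES pH 7.0, NaCl, Pluronic buffer; dosing: 8.92 µM, single dose; schedule: 45 min + 60 min at 25 °C; signal: FP readout, ex 525 nm / em 598 nm; read-out: normalized percent inhibition of probe labeling; repeats: single replicate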
HTRA1 inhibitor: inhibitors of human serine peptidase HTRA1. Q92743. 0.5% of 340,000 active. inhibition, % at 5.96 µM. recombinant HTRA1, FP-rhodamine activity-based probe, fluorescence polarization; in the data active means inhibition above about 36%;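 further: 0% = enzyme with DMSO and 100% = wells lacking enzyme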
Target sequence (Q92743 whole entry, looked up): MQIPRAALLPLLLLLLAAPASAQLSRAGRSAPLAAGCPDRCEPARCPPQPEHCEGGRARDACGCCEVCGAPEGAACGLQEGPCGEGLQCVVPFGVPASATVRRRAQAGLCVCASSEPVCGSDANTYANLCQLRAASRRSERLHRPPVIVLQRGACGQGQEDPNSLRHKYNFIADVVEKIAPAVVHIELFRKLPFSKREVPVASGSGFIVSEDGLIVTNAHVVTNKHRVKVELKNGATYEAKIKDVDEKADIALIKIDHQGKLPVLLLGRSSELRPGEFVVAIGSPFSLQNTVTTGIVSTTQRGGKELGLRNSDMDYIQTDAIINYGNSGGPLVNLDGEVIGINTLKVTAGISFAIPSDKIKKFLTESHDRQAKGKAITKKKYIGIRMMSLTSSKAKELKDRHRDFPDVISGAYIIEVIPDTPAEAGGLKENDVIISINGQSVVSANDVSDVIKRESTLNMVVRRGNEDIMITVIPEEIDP
NPR2 activator: GC-B (human) receptor activation; P20594; HEK293-GC-B cells, CNP EC30, cGMP TR-FRET; 0% at EC30 CNP, 100% saturating CNP; activation, % at 10 µM; 0.11% of 370,000 active; AID 1920062;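 active means activation at 10 µM reaching about 35% in either raw or pattern-adjusted values, limit read from the data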
ASAP1 GAP inh: ASAP1 ArfGAP inhibition; ASAP1-stimulated ARF1 GTP hydrolysis, GDP FP detection; inhibition, % at 16.5 µM; 0.19% of 360,000 active; in the data active means inhibition above about 25%;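 further: 0% = vehicle with enzyme and substrate and 100% = no enzyme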
Target sequence (Q9ULH1 325-724 limits assumed): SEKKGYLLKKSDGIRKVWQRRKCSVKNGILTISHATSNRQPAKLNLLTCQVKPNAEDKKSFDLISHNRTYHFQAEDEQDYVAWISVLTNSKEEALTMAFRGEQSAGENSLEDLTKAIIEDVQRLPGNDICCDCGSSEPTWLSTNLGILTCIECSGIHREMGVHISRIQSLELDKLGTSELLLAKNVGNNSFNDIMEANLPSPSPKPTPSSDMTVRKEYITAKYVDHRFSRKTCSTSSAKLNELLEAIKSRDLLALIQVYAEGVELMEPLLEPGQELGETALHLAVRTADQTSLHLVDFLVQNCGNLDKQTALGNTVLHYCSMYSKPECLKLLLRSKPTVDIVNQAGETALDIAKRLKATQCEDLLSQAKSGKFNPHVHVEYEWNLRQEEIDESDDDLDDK
rCAG RNA binder: binds r(CAG) RNA repeats; r(CAG) RNA repeat, TO-PRO-1 dye displacement fluorescence; inhibition, % at 3 µM; 1.3% of 370,000 active; AID 651821;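 active means inhibition above the plate cutoff, the mean of all test compounds on that plate plus 3 SD, cut at about 35% in these data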;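 further: 0% = DMSO alone and 100% = 100 µM mitoxantrone as full dye displacement; higher means more dye released from RNA so lower well fluorescence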
SMARCA2 activ: SMARCA2 function activation, primary screen; activation, % at 9.1 µM; MG213 cells, MMTV-luciferase reporter, dexamethasone, overnight; 1% of 370,000 active; AID 652017; in the data active means activation above about 7.8%;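 further: 0% = vehicle wells and 100% = reference activator wells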
PG9 binder: small molecules binding HIV-1 gp120 antibody PG9; 0.43% of 360,000 active; inhibition, % at 6.7 µM; TR-FRET gp120-PG9 antibody binding; in the data active means inhibition above about 8.5%
GC-A act: GC-A (human) enzyme activation | P16066 | HEK293 GC-A cells, cGMP TR-FRET, EC30 ANP; 0% at EC30 ANP, 100% saturating ANP | activation, % at 10 µM | 0.14% of 370,000 active | AID 1671463; in the data active means activation above about 40%
ARFGAP1 inhibitor: inhibitors of rat ARFGAP1. Arfgap1-stimulated ARF1 GTP hydrolysis, GDP FP detection. inhibition, % at 16.5 µM. 0.26% of 360,000 active;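 active means inhibition above a per-plate limit, mean inhibition of low control wells plus 3 SD, cut at about 25% in these data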;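 further: 0% = DMSO wells with enzyme and 100% = wells lacking Arfgap1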
Target sequence (Q62848 1-136 limits assumed): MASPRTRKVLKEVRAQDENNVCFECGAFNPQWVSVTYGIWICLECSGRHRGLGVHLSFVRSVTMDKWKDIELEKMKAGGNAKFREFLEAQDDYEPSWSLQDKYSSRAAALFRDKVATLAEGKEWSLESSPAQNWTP
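system = rat Arfgap1 catalytic domain, aa 1-136 | technique = FP, GDP Alexa 633 tracer displaced from anti-GDP antibody, 620/688 nm | compound = one concentration, 16.5 µM, DMSO 1.26% | medium = HEPES-based buffer, pH 7.5 | timing = compound-enzyme preincubation 20 min, reaction 120 min, detection 60 min, 25 °C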
NR1D1 modulator: modulates human Rev-erb alpha binding to DNA | P20393 | Rev-erbα–FITC-DNA binding, fluorescence polarization, 90 min | activity, % at 10 µM | 0.79% of 370,000 active | AID 1259318;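 active means activity above about 14%, limit read from the data; passing the limit was not always enough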;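 further: 0% = DMSO wells with 35 nM protein and 100% = DMSO wells with 750 nM protein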
The depositor's hits bear a star; . = no result given; & = joins results of further samples.

SMILES	mABHD4 FP	HTRA1 inhibitor	NPR2 activator	ASAP1 GAP inh	rCAG RNA binder	SMARCA2 activ	PG9 binder	GC-A act	ARFGAP1 inhibitor	NR1D1 modulator
COc1cccc(NC(=O)COC(=O)c2nc(Cl)ccc2Cl)c1	-5	2	2	1	3	-1	-0.7	-2	5	1
COCCn1c(SCC(=O)Nc2ccc3c(c2)OCCO3)nc2ccccc2c1=O	-7	12	5	12	2	-1	-0.7	-3	2	3
O=C(OCC#Cc1c(COC(=O)c2ccccc2)nnn1Cc1ccccc1)c1ccccc1	-21	-28	6	12	2	-1	0.0	-3	3	2
CC(C)c1onc(C(=O)N2CCCCC2)c1[N+](=O)[O-]	3	2	2	3	-4	-4	-0.1	4	-7	-3
CO/N=C1\CCn2c1c(C)c1ccccc12	9	7	-1	6	-4	-4	2.4	2	7	4
CC(=O)c1c(C)[nH]c(C(=O)COC(=O)c2cccs2)c1C	3	-4	-3	0	2	5	-2.0	3	2	6
COc1cc(Cl)ccc1OCc1cc(C(=O)N(C)Cc2cccc3cnccc23)no1	-11	-15	-4	16	-5	-1	-0.7	-2	2	-2
BrC(/C=C\c1ccccc1)=N/Nc1nc(N2CCOCC2)nc(N2CCOCC2)n1	4	-4	8	8	-5	1	-1.0	2	4	-5
Cc1cc(NC(=O)CSc2nnc(-c3cccc(F)c3)n2N)no1	6	5	2	18	-1	6	-2.3	1	3	-9
c1ccc(CCNCCCOc2cccc3ccccc23)cc1	17	6	-2	13	11	0	1.1	-18	10	0
OC(COc1ccc(Cl)cc1Cl)CN1CCc2ccccc2C1 (stereo unspecified)	4	-21	3	-11	-5	-1	-1.4	3	20	4
CC(C)N(Cc1nc(-c2ccccc2)no1)C(=O)C(Cl)(Cl)Cl	-7	-18	3	-9	-3	-4	-0.6	-3	-3	-5
CCC(=O)N1N=C(c2ccc(C)cc2)CC1c1ccco1 (stereo unspecified)	0	0	-4	-7	-5	-1	0.3	-4	-1	-5
CC(C)c1ccc(/C=C/c2ccc(=O)n(C)n2)cc1	-4	-6	-3	2	-4	7	-1.9	-2	-2	2
CC1CCc2cc(F)cc3c(O)c(C(=O)NCC4CCCO4)c(=O)n1c23 (stereo unspecified)	-11	-14	2	-6	-3	-5	4.7	2	-9	-4
C=CCCC(=O)N1CCC(Oc2cccc(C(=O)NCc3ccccn3)c2)CC1	-1	-2	-1	4	-13	-2	-5.2	-2	-6	0
CC(C)C[C@@H](C(=O)NCc1ccco1)N1C(=O)N2CCc3c([nH]c4ccccc34)[C@@]2(C)C1=O	-5	-11	-13	14	6	-3	-0.9	-3	-11	5
Cc1ccc(NC(=S)c2nc3ccccc3[nH]2)cc1	-14	12	-2	8	5	6	-0.5	3	8	0
Cc1nc(-c2ccccc2)sc1C(N)=O	-5	4	3	-8	-1	-1	-3.4	6	1	0
C[C@]12CC[C@H](O)CC1=CCC1C2CC[C@@]2(C)C1CCC21OCCO1 (stereo partly specified)	-1	-10	0	10	-1	4	-2.2	-2	-13	-4
Cc1ccc(N2CC(C(=O)OCc3ccccc3)CC2=O)cc1 (stereo unspecified)	-1	3	8	3	-1	0	0.2	7	2	0
CC(C)Cc1nc(SCC(=O)NCC2CCCO2)c2c(=O)n(C)c(=O)n(C)c2n1 (stereo unspecified)	5	1	-1	3	-6	-2	0.6	6	8	-2
CC1(C)CCC(=O)N2CC[C@H]3C[C@H](OC(=O)Nc4ccc5c(c4)OCO5)C[C@@H]1[C@H]32	-1	0	-1	-7	-8	6	-2.2	-1	5	9
O=C(NCc1ccccc1)C12CN(Cc3ccccc3)CC1C(c1ccc([N+](=O)[O-])cc1)=NO2 (stereo unspecified)	1	-9	1	-3	3	-1	0.7	0	2	1
O=C(C[C@H]1C/C=C\C[C@H](NC(=O)OCC2c3ccccc3-c3ccccc32)C(=O)OC[C@H]2CCCN2C1=O)NCCO	5	2	-1	-11	0	0	-4.4	-2	-2	2
Cc1[nH]n(-c2ccccc2)c(=O)c1/C=N/N(C)c1ccccc1	3	-2	1	13	-2	4	-7.5	-1	10	-1
Cc1cc(C)c2c(N)c(S(=O)c3ccc(C(C)(C)C)cc3)sc2n1 (stereo unspecified)	8	-7	-5	12	4	1	-1.4	0	-1	14
O=C(Nc1cc(Cl)ccc1Cl)C1CC(=O)N(c2ccccc2)C1 (stereo unspecified)	1	2	1	4	-1	-4	-0.8	-1	10	1
O=C(CCn1cccc1)Nc1nccs1	7	11	2	-8	5	1	-0.1	2	8	-1
COC(=O)CSc1nnc(-c2ccc3c(c2)OCO3)n1C	-4	4	-3	3	-1	-1	-2.3	3	2	-6
COc1cc(/C=C/C(=O)OCC(=O)NC(=O)NC(C)C)cc(OC)c1OC	-10	-3	4	7	-6	-4	-1.3	1	6	-4
CC(=O)Nc1ccc(S(=O)(=O)Oc2cccc(/C=C3\SC(N)=NC3=O)c2)cc1	-29	-33	-10	8	15	-3	-0.5	0	-2	3
CC(C)c1ccc2nc(N)sc2c1	3	5	-2	3	0	4	-0.5	-6	-8	-4
O=C1NN(c2ccccc2)C(=O)/C1=C\c1coc2ccc(O)cc2c1=O	27	-1	-7	-7	36*	2	-1.9	-3	-13	-3
CSc1cccc(N2CC(C(=O)Nc3cccc(S(=O)(=O)N4CCCC4)c3)CC2=O)c1 (stereo unspecified)	-3	-14	8	-2	3	-1	2.5	2	6	-1
Cc1nc(SCC(=O)Nn2c(-c3ccccc3)nc3ccccc3c2=O)n[nH]1	6	1	0	-11	0	-1	-1.2	-1	-3	2

Looked up by structure from the list above:
SMILES	mABHD4 FP	HTRA1 inhibitor	NPR2 activator	ASAP1 GAP inh	rCAG RNA binder	SMARCA2 activ	PG9 binder	GC-A act	ARFGAP1 inhibitor	NR1D1 modulator
Cc1nc(SCC(=O)Nn2c(-c3ccccc3)nc3ccccc3c2=O)n[nH]1	6	1	0	-11	0	-1	-1.2	-1	-3	2
COc1cc(/C=C/C(=O)OCC(=O)NC(=O)NC(C)C)cc(OC)c1OC	-10	-3	4	7	-6	-4	-1.3	1	6	-4
Cc1cc(C)c2c(N)c(S(=O)c3ccc(C(C)(C)C)cc3)sc2n1 (stereo unspecified)	8	-7	-5	12	4	1	-1.4	0	-1	14
CC(=O)Nc1ccc(S(=O)(=O)Oc2cccc(/C=C3\SC(N)=NC3=O)c2)cc1	-29	-33	-10	8	15	-3	-0.5	0	-2	3
CC(C)c1ccc2nc(N)sc2c1	3	5	-2	3	0	4	-0.5	-6	-8	-4
COC(=O)CSc1nnc(-c2ccc3c(c2)OCO3)n1C	-4	4	-3	3	-1	-1	-2.3	3	2	-6

Going on with the list.
SMILES	mABHD4 FP	HTRA1 inhibitor	NPR2 activator	ASAP1 GAP inh	rCAG RNA binder	SMARCA2 activ	PG9 binder	GC-A act	ARFGAP1 inhibitor	NR1D1 modulator
CCCS(=O)(=O)NC(=O)C1(C)CCN(C(=O)C2(c3ccc(Cl)cc3)CCCC2)C1 (stereo unspecified)	5	.	0	7	18	2	1.2	-4	5	-5
C/C=C/C=C/C(=O)O	-5	7	1	2	4	-2	0.2	0	-9	3&3
CN(Cc1ccccc1)C(=O)c1ccc(NC(=O)Cc2ccc(NC(=O)C3CCN(S(=O)(=O)c4cccc([N+](=O)[O-])c4)CC3)cc2)cc1	-39	-28	4	9	15	-6	2.9	2	2	8
CCn1ccnc1CN(C)Cc1cn(-c2ccccc2)nc1-c1ccc(OC)cc1F	7	-38	2	-7	-6	-2	0.8	2	1	-2
COC(=O)c1c(C)oc(C)c1S(=O)(=O)NCc1ccc(Cl)cc1	1	-1	-7	-6	-3	-2	1.2	1	-8	-3
N#Cc1ccccc1S(=O)(=O)N1CCN(CC(=O)Nc2ccnn2C2CCCC2)CC1	-1	1	5	-8	0	-2	-0.4	1	5	-3
Cn1c(=O)c2c(nc(NCc3ccc4c(c3)OCO4)n2Cc2ccccc2F)n(C)c1=O	3	-8	9	-4	-2	0	-0.1	11	-6	9
Cc1cccc(N2C(=O)CS/C2=N\NC(=O)c2cccnc2)c1C	-3	7	5	1	-1	-1	-0.9	3	2	-5
COCCNC(=O)C(OC(=O)c1cc2oc(C)cc2n1C)C(C)C (stereo unspecified)	3	0	-2	-12	-10	-3	-1.6	-4	-7	-4
CC12CCC(C(=O)N3CCCc4ccccc43)(OC1=O)C2(C)C (stereo unspecified)	-4	-3	5	-4	-1	-5	-1.6	-1	-1	-1
COc1ccccc1C(=O)NCCC(=O)NCCc1ccccc1	0	-1	4	4	-6	3	-3.4	1	4	-2
Cc1ccc(Nc2nnc(SCC(=O)c3c(N)n(C4CC4)c(=O)[nH]c3=O)s2)cc1C	10	-1	3	12	7	1	-0.3	-5	4	-1
O=C(Nc1ccc2c(c1)OCCO2)C1c2ccccc2OCC(=O)N1CCCN1CCOCC1 (stereo unspecified)	-1	.	-4	9	0	-5	-0.7	-5	-2	9
CCC(C)NC(=O)CCS(=O)(=O)c1ccc2c(c1)n(C)c(=O)c(=O)n2C (stereo unspecified)	-1	-13	-6	10	1	-1	-3.1	0	-3	-8
CN1CCN(S(=O)(=O)c2ccc3[nH]c(=O)oc3c2)CC1	-7	2	-2	-15	2	-1	-1.3	0	-6	-3
CC(=O)Nc1ccc(NC(=O)C2(C)Cc3c(-c4cccc(C(N)=O)c4)ccnc3O2)cc1 (stereo unspecified)	-4	.	3	-3	0	-2	-1.1	5	-1	-2
c1ccc(CN2CCOCC2)nc1	-2	6	-4	-10	0	-3	-2.3	4	-16	7
CCC(C)(C)NC(=O)CN(CC1CCCO1)C(=O)CCC(=O)Nc1nccs1 (stereo unspecified)	7	6	-4	-21	-7	0	-0.4	1	7	-1
CC(C)c1ccc(C2c3[nH]c4ccccc4c3C[C@H]3C(=O)N(c4ccccc4C(=O)N4CCC[C@H]4C(=O)O)C(=O)N23)cc1 (stereo partly specified)	-13	-21	-2	-11	46*	2	0.0	-9	-12	-6
COc1ccccc1OCC(=O)Nc1cc(Cl)ccc1N1CCCCC1	-13	-30	-7	-19	3	1	-3.3	-7	-13	1
CC(C)OP(=O)(c1ccc(N(C)C)cc1)C(O)c1ccccc1F (stereo unspecified)	1	-4	6	12	-9	-5	-1.7	-1	8	-2
COCC1CCN(C(=O)C2CCN(c3nc(-c4ccccc4)nc4c3CCC4)CC2)C1 (stereo unspecified)	5	3	-8	9	-7	-2	-2.1	0	-5	-3
COc1cc(/C=C/C(=O)N(C)CC(=O)Nc2ccccc2SC)cc(OC)c1OC	10	8	-2	-6	0	-2	1.8	-3	-3	-2
CCOC(=O)N1CCN(C(=O)CN(Cc2ccccc2)S(C)(=O)=O)CC1	1	-3	1	10	-1	-3	-2.7	-3	-4	-1
CCCn1c(/N=C/c2ccccc2O)nc2ccccc21	5	-1	0	1	2	-4	0.7	-1	1	-3
O=C(COc1ccccc1)Nc1c2c(nn1-c1ccc(F)cc1)CS(=O)(=O)C2	6	2	-4	4	-6	-1	-1.4	-1	-2	-3
CNC(=O)NC(=O)C(C)OC(=O)c1cc2c(s1)CCCCC2 (stereo unspecified)	3	-2	3	-3	-4	-3	2.7	0	-1	2
O=C(Nc1cccc(Cl)c1N1CCOCC1)c1ccco1	0	-1	2	10	1	-2	-1.3	4	10	3
NC(=O)C1=C[C@@H](c2ccc(C(F)(F)F)cc2)C[C@@H](OCc2ccc(CO)cc2)O1	-12	-16	3	-15	-4	0	0.6	5	1	-3
